D3 antag: qHTS of D3 Dopamine Receptor Antagonist: qHTS. D(3) dopamine receptor (Homo sapiens), P35462. D3R cells, DiscoveRx beta-arrestin luminescence, antagonist mode; stronger effect = lower value. max response, negative = inhibition, %. 2.5% of 360,000 active. AID 652054, 2013; in the data active = max response below about -50%; inconclusive = no clear call, values can overlap the other calls; also: % is scaled to controls: 0 for no effect and ±100 for the full control effect; mostly tested at two doses, the higher about 12 µM
Target sequence (P35462 whole entry, looked up): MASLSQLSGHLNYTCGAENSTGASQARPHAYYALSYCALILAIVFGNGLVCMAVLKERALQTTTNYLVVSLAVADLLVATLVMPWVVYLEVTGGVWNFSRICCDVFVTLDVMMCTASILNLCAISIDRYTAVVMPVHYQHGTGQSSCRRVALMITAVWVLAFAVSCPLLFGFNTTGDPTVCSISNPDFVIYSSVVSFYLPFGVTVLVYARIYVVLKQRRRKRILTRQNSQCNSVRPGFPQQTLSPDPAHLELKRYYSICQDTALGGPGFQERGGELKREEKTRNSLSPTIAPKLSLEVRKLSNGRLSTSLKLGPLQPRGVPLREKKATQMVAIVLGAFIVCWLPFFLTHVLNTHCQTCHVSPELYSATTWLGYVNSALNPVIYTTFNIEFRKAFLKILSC
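Cells plated overnight at 1500 cells/well, then exposed to library compounds with dopamine controls for 90 minutes at 37 degrees C. DiscoveRx reagent added for 30–60 minutes at room temperature; luminescence read, quantitative HTS format.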
CCT modulator: High-Throughput Screening for Modulators of Cytosolic Chaperonin Activity; purified chaperonin ATPase assay, HTRF ADP detection, 30 min; 0.3% of 360,000 active; activity change, % (test concentration not listed), hits read low; AID 651819, 2012; in the data active = activity change below about -30%; also: % is scaled to controls: 0 for no effect and ±100 for the full control effect
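First, chaperonin was dispensed at 40 nM or 20 nM final depending on batch activity. Next, compounds were pinned at 76 uM and ATP added at 10 uM. After 30 min at 37 °C, ADP detection reagents ran 30 min at ambient temperature.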
Mm-Cpn inhibitor: Inhibitors of TCP-1 ring complex (TRiC) of Methanococcus maripaludis (MmCpn): qHTS; AID 504842, 2011; purified Mm-Cpn ATPase, ADP Transcreener TR-FRET; Potency, µM (doses to about 76.9 µM), for inactives: top-dose activity, negative = inhibition, most hits filed as inhibitors; Chaperonin Mm-Cpn (Methanococcus maripaludis); 0.031% of 330,000 active; also: potency is read from the fitted curve at half-maximal effect; % is scaled to controls: 0 for no effect and ±100 for the full control effect; nearly all actives have a fitted effect of over 80% in size
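ATPase turnover read by TR-FRET ADP competition (Eu cryptate antibody/ADP-d2, 665/590 nm): 10uM ATP final, 25nM Mm-CPN final, 30 min 37degC after 10-min compound preincubation, pH 7.4 Tris/KCl/MgCl2/DTT buffer.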
EPAC2 antagonist: qHTS for Antagonist of cAMP-regulated guanine nucleotide exchange factor 2 (EPAC2): primary screen; Rap guanine nucleotide exchange factor 4 (Homo sapiens), Q8WZA2; EPAC2 GEF exchange of Rap1B-BODIPY-GDP, fluorescence; Potency, µM (top dose mostly 114 µM), inactives show top-dose activity, negative = inhibition, usual class: inhibitors; 0.18% of 360,000 active; AID 720708, 2013; also: potency is read from the fitted curve at half-maximal effect; % is scaled to controls: 0 for no effect and ±100 for the full control effect; nearly all actives have a fitted effect of over 45% in size; many of its hits are not listed in these tables
D3 ag: qHTS of D3 Dopamine Receptor Agonist: qHTS; D(3) dopamine receptor (Homo sapiens), P35462; D3R DiscoveRx beta-arrestin cells, luminescence, 90 min; max activation, %; 0.58% of 410,000 active; AID 652048, 2013; in the data active = max activation above about 30%; also: 0% is about no effect; mostly tested at two doses, the higher about 12 µM
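Agonist mode: compounds and dopamine controls were applied to plated cells for 90 min at 37 degrees C after an overnight attachment at 1500 cells/well. Luminescent read-out followed 30 - 60 minutes at room temperature with DiscoveRx detection reagent.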
PTHR1 agonist: qHTS for PTHR1 Agonists: Primary Screen; Parathyroid hormone/parathyroid hormone-related peptide receptor (Homo sapiens), Q03431; HEK293 GP2 PTHR1 cells, GloSensor cAMP luminescence, 1 h; Potency, µM (series often up to 115 µM), inactives show at the highest dose activation, usual class: activators; 0.075% of 410,000 active; AID 743266, 2014; also: potency is read from the fitted curve at half-maximal effect; nearly all actives have a fitted effect of over 55% in size; some results filed as inactive show a strong effect at the top dose; inactives centre near -15; many of its hits are not listed in these tables
Target sequence (Q03431 whole entry, looked up): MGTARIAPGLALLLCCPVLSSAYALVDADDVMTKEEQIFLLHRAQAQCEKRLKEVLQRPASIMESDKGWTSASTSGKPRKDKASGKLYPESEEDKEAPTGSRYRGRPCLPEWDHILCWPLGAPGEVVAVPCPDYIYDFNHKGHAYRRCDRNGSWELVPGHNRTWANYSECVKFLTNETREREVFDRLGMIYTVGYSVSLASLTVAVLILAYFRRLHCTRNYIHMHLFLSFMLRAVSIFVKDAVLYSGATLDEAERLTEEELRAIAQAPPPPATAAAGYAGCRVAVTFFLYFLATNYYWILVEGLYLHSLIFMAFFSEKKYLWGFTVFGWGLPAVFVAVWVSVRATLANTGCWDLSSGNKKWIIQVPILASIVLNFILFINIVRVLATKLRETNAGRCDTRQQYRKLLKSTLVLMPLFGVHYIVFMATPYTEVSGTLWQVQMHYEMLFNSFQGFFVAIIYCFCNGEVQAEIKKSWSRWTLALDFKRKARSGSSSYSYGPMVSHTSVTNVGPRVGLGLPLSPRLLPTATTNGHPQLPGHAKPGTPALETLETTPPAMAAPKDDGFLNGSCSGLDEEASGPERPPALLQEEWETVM
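HEK-293-derived GP2 cells expressing PTHR1 and a GloSensor cAMP reporter, 3,000/well, plated overnight, given luciferin plus IBMX (each 0.5 mM as added) for 1 h at 37 °C, then compound for 1 h at 37 °C. Luminescence was read after 15 min at room temperature.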
pAkt inh: HTS Assay for Inhibitors of Akt Phophorylation: Primary Screen; Neuro2A IGF-stimulated pAkt S473 HTRF, 20 min; stronger effect = lower value; activity change, % for hits at 50 µM; 0.32% of 360,000 active; AID 651550, 2012; in the data active = activity change below about -80%; inconclusive = mostly about -51% to -80%; also: % is scaled to controls: 0 for no effect and ±100 for the full control effect
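Neuro2A cells in DMEM with 0.5% FBS, overnight at 37 deg C, given compound at single 50 µM final, then IGF (6 nM final) for 20 min at 37 deg C. Lysed; phospho-Akt Ser473 by HTRF after 24 h, 665/615 ratio.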
EPAC2 ag: qHTS for Agonist of cAMP-regulated guanine nucleotide exchange factor 4 (EPAC2): primary screen | Potency, µM (top dose mostly 154 µM), without a hit: at the highest dose activation, actives largely listed as activators | EPAC2 activation, biochemical qHTS; response scale: 100% = 6.5 mM cAMP response | 0.079% of 360,000 active; also: potency is read from the fitted curve at half-maximal effect; nearly all actives have a fitted effect of over 50% in size
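qHTS, titration series. 100 nM EPAC2 / 250 nM Rap1B-BODIPY-GDP / 50 uM GDP; RT; ex 480/em 540 nm, 5-min reads to 30 min. Norm. to 6.5 mM cAMP = activation.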
Numbers without * were called inactive; [ ] = dose if it differs, or a comment. Unless noted, calls follow the shape of the dose curve; as a rule, active = well fitted curve in the direction sought with a large enough effect; inconclusive = small, poorly fitted or top-dose-only effect, or another doubt; inactive = no such curve, though single readings can be large; an effect the other way counts as inactive or inconclusive. These rows are one share of the data (hit frequency here may not be typical).

Results for CN(C)CCNC(=O)COc1cccc(Cl)c1 ?
D3 antag: 8; CCT modulator: -1.4; Mm-Cpn inhibitor: -2%; EPAC2 antagonist: -5%; D3 ag: -3; PTHR1 agonist: inactive; pAkt inh: inactive; EPAC2 ag: -1%

What do the screens show for `COc1ccc(CCN(C)Cc2nc(-c3cnccn3)no2)cc1OC`?
D3 antag: -2; CCT modulator: 0.1; Mm-Cpn inhibitor: -3%; EPAC2 antagonist: -4%; D3 ag: 4; PTHR1 agonist: inactive; pAkt inh: inactive; EPAC2 ag: -5%

Results for Cc1ccc(C(=O)OCC(=O)NC2CC2)cc1S(=O)(=O)N1CCOCC1 ?
D3 antag: 13; CCT modulator: 0.8; Mm-Cpn inhibitor: 1%; EPAC2 antagonist: 12%; D3 ag: -15; PTHR1 agonist: -21%; pAkt inh: inactive; EPAC2 ag: -2%

What do the screens show for `O=C(NCCOc1ccccc1)C1CCC(=O)N(CCN2CCOCC2)C1` (stereo not drawn)?
D3 antag: 16; CCT modulator: -1.0; Mm-Cpn inhibitor: -2%; EPAC2 antagonist: 11%; D3 ag: -15; PTHR1 agonist: inactive; pAkt inh: inactive; EPAC2 ag: -6%

Results for N#Cc1c(-c2ccc(Cl)cc2)c2c([nH]c1=S)CCCC2 ?
D3 antag: -19; CCT modulator: -1.5; Mm-Cpn inhibitor: -3%; EPAC2 antagonist: 5%; D3 ag: 1; PTHR1 agonist: -18%; pAkt inh: inactive; EPAC2 ag: 8%

What do the screens show for `CC(C)c1ccc(NC(=O)C2Cc3c(-c4ccc(Cl)cc4)ccnc3O2)cc1` (stereo not drawn)?
D3 antag: -21; CCT modulator: -3.1; EPAC2 antagonist: -15%; D3 ag: -6; PTHR1 agonist: 4%; pAkt inh: inactive; EPAC2 ag: 2%

What do the screens show for `COc1ccc(N2CCN(C(=O)CSc3nc4nc(C)cc(C)n4n3)CC2)cc1`?
D3 antag: 10; CCT modulator: 0.5; Mm-Cpn inhibitor: -2%; EPAC2 antagonist: 20%; D3 ag: -6; PTHR1 agonist: inactive; pAkt inh: inactive; EPAC2 ag: -1%

Results for Cc1ccccc1S(=O)(=O)N(CC(O)CN1C(=O)NC(C)(C)C1=O)c1ccccc1 (stereo not drawn) ?
D3 antag: -7; CCT modulator: 0.9; Mm-Cpn inhibitor: 1%; EPAC2 antagonist: -2%; D3 ag: -5; PTHR1 agonist: -20%; pAkt inh: inactive; EPAC2 ag: 2%

How did CCC1C(=O)NCCN1C(=O)c1ccc(OC)c(OC2CCN(C(C)=O)CC2)c1 (stereo not drawn) do in these assays?
D3 antag: 9; CCT modulator: 1.1; Mm-Cpn inhibitor: 0%; EPAC2 antagonist: 0%; D3 ag: 1; PTHR1 agonist: inactive; pAkt inh: inactive; EPAC2 ag: -5%

What do the screens show for `CCC(C(=O)OC)n1cnc2c(nnn2-c2cccc(Cl)c2)c1=O` (stereo not drawn)?
D3 antag: 1; CCT modulator: -0.1; Mm-Cpn inhibitor: 2%; EPAC2 antagonist: -10%; D3 ag: -2; PTHR1 agonist: -47%[inhibitor]; pAkt inh: inactive; EPAC2 ag: -5%

Results for CC1(C)Cc2c(C#N)c(SCC(=O)O)nc(N3CCOCC3)c2CO1 ?
D3 antag: -17; CCT modulator: 1.3; EPAC2 antagonist: 4%; D3 ag: -7; PTHR1 agonist: inactive; pAkt inh: inactive; EPAC2 ag: 7%

Results for CN[C@@H](CO)C(=O)NC[C@H]1O[C@@H](n2cc(C)c(=O)[nH]c2=O)C[C@@H]1O ?
D3 antag: 4; CCT modulator: -0.3; EPAC2 antagonist: -5%; D3 ag: 5; PTHR1 agonist: inactive; pAkt inh: inactive; EPAC2 ag: 1%

What do the screens show for `CCOC(=O)c1ccc(NC(=O)c2sc3nc(N4CCOCC4)c4c(c3c2N)CCCC4)cc1`?
D3 antag: 11; CCT modulator: -2.0; Mm-Cpn inhibitor: -1%; EPAC2 antagonist: -4%; D3 ag: 5; PTHR1 agonist: inactive; EPAC2 ag: 4%

How did CC(C)NC(=O)c1ccc(-c2ccc(Cl)c(C(F)(F)F)c2)o1 do in these assays?
D3 antag: -14; CCT modulator: -0.3; Mm-Cpn inhibitor: 0%; EPAC2 antagonist: 7%; D3 ag: 20; PTHR1 agonist: inactive; pAkt inh: inactive; EPAC2 ag: -11%

How did CC(=O)N1CCC(N(C(=O)Nc2ccc(Cl)cc2)C(C)C)CC1 do in these assays?
D3 antag: 8; CCT modulator: -3.8; Mm-Cpn inhibitor: 3%; EPAC2 antagonist: -2%; D3 ag: 5; PTHR1 agonist: -18%; pAkt inh: inactive; EPAC2 ag: 8%

How did O=[N+]([O-])c1ccc(Cl)cc1P(=O)(O)c1cc(Cl)ccc1[N+](=O)[O-] do in these assays?
D3 antag: -5; CCT modulator: -1.8; EPAC2 antagonist: 9%; D3 ag: 2; PTHR1 agonist: inactive; pAkt inh: inactive; EPAC2 ag: 1%

How did CC(C)(C)c1cc(NC(=O)C2CCCO2)no1 (stereo not drawn) do in these assays?
D3 antag: -11; CCT modulator: -6.2; Mm-Cpn inhibitor: -3%; EPAC2 antagonist: 0%; D3 ag: 5; PTHR1 agonist: inactive; pAkt inh: inactive; EPAC2 ag: 4%

Results for CCCC/C(O)=C1\C(=O)CCCC1=NCCc1c(C)[nH]c2ccccc12 ?
D3 antag: 7; CCT modulator: -3.1; Mm-Cpn inhibitor: 4%; EPAC2 antagonist: -26%; D3 ag: 2; PTHR1 agonist: -62%[inhibitor]; pAkt inh: inactive; EPAC2 ag: -2%

How did COc1cccc(-n2nnnc2SCC(=O)c2ccc(NC(C)=O)cc2)c1 do in these assays?
D3 antag: -14; CCT modulator: 2.1; Mm-Cpn inhibitor: -1%; EPAC2 antagonist: 10%; D3 ag: -18; PTHR1 agonist: inactive; pAkt inh: inactive; EPAC2 ag: 14%

What do the screens show for `COc1ccccc1CCN1CCCC(CN(C)C(=O)CCC(N)=O)C1` (stereo not drawn)?
D3 antag: -14; CCT modulator: -0.6; Mm-Cpn inhibitor: 1%; EPAC2 antagonist: -16%; D3 ag: 1; PTHR1 agonist: inconclusive; pAkt inh: inactive; EPAC2 ag: 20%

What do the screens show for `COc1cccc(CN2CC(C(=O)NCCCCc3ccccn3)CCC2=O)c1` (stereo not drawn)?
D3 antag: 7; CCT modulator: -0.7; Mm-Cpn inhibitor: -2%; EPAC2 antagonist: 11%; D3 ag: 3; PTHR1 agonist: inactive; pAkt inh: inactive; EPAC2 ag: 1%

Results for CCc1ccccc1NC(=O)c1ccc2nc(N3CCOCC3)sc2c1 ?
D3 antag: 0; CCT modulator: 0.6; Mm-Cpn inhibitor: -2%; EPAC2 antagonist: 7%; D3 ag: -14; PTHR1 agonist: -34%[inhibitor]; pAkt inh: inactive; EPAC2 ag: 3%

Results for CC(C)(C)CC(=O)Nc1ccccc1N1CCN(c2ccc(F)cc2)CC1 ?
D3 antag: 20; CCT modulator: -4.0; Mm-Cpn inhibitor: 0%; EPAC2 antagonist: -22%; D3 ag: 7; PTHR1 agonist: -17%; pAkt inh: inactive; EPAC2 ag: 1%

What do the screens show for `O=C(COc1ccc(/C=N/NS(=O)(=O)c2ccccc2)cc1)NCc1ccccc1`?
D3 antag: 7; CCT modulator: -2.5; Mm-Cpn inhibitor: 2%; EPAC2 antagonist: -26%[57.1 µM]; D3 ag: -3; PTHR1 agonist: inactive; pAkt inh: inactive; EPAC2 ag: -10%

How did CCN1C(=O)[C@H]2[C@@H](c3ccc(C)cc3)N3C(=O)N(c4ccc(OC)cc4)C(=O)[C@@]3(Cc3ccc(Cl)cc3)[C@H]2C1=O do in these assays?
D3 antag: 71; CCT modulator: 0.9; Mm-Cpn inhibitor: 1%; EPAC2 antagonist: 0%; D3 ag: 0; PTHR1 agonist: -15%; pAkt inh: inactive; EPAC2 ag: 4%

Results for CC(C)c1cc(=O)n2[nH]c(SCc3ccccc3)nc2n1 ?
D3 antag: 24; CCT modulator: -1.6; Mm-Cpn inhibitor: 0%; EPAC2 antagonist: 4%; D3 ag: -10; PTHR1 agonist: inactive; pAkt inh: inactive; EPAC2 ag: 2%

What do the screens show for `COC(=O)CCc1c(C)c(C(=O)c2cc(OC)c(OC)c(OC)c2)c2ccccn12`?
D3 antag: 1; CCT modulator: 1.2; Mm-Cpn inhibitor: -6%; EPAC2 antagonist: 5%; D3 ag: -1; PTHR1 agonist: -4%; pAkt inh: inactive; EPAC2 ag: 3%

How did CN1C(=O)C(C)(C)c2cc(S(=O)(=O)N3CCCC(C(=O)NCc4ccc(Cl)cc4)C3)ccc21 (stereo not drawn) do in these assays?
D3 antag: -6; CCT modulator: -1.0; Mm-Cpn inhibitor: 1%; EPAC2 antagonist: -5%; D3 ag: 3; PTHR1 agonist: -47%[inhibitor]; pAkt inh: inactive; EPAC2 ag: 14%

Results for Cc1cc(Nc2ccc(F)cc2)n2nc(C)nc2n1 ?
D3 antag: 1; CCT modulator: 0.2; Mm-Cpn inhibitor: 1%; EPAC2 antagonist: 4%; D3 ag: 5; PTHR1 agonist: -20%; pAkt inh: inactive; EPAC2 ag: 6%

Gathered by group: the entries above containing a tert-butyl group.
How did CC(C)(C)c1cc(NC(=O)C2CCCO2)no1 (stereo not drawn) do in these assays?
D3 antag: -11; CCT modulator: -6.2; Mm-Cpn inhibitor: -3%; EPAC2 antagonist: 0%; D3 ag: 5; PTHR1 agonist: inactive; pAkt inh: inactive; EPAC2 ag: 4%

Results for CC(C)(C)CC(=O)Nc1ccccc1N1CCN(c2ccc(F)cc2)CC1 ?
D3 antag: 20; CCT modulator: -4.0; Mm-Cpn inhibitor: 0%; EPAC2 antagonist: -22%; D3 ag: 7; PTHR1 agonist: -17%; pAkt inh: inactive; EPAC2 ag: 1%

Assay outcomes: PubChem, National Center for Advancing Translational Sciences (NCATS)
